TNAP activation fold – human TNAP enzyme activators, primary screen, biochemical, luminescent, no phosphate acceptor, uHTS (AID 1001); purified TNAP, luminescent activation assay, no phosphate acceptor; higher activation fold means a stronger effect; one-dose activation fold at 20 µM; EC50 in µM for titrated hits; actives 0.03% (n = 200,000); in the data active means activation fold from about 3, or a potency from the dose series; inactive means the rest, 99 in 100 with activation fold below about 1.6; further: many of its hits are not listed in these tables
Myeloid diff MLP – promotes myeloid progenitor differentiation. ER-HoxA9 myeloid progenitors, lysozyme-GFP differentiation, flow cytometry. calls only at 10 µM. actives 1% (n = 360,000). AID 624256;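 active means normalized GFP-positive differentiation at or above the plate's own cutoff, the solvent-only control mean plus 3 SD; inconclusive means no clear call, values can overlap the other calls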;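 further: cells exposed to compound for four days before flow analysis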
SIAH1 antagonists – Siah-1 peptide-binding antagonists, primary screen, biochemical, fluorescence polarization, rhodamine-plectin, uHTS (AID 1817); Siah-1 / rhodamine-plectin peptide fluorescence polarization; higher % means a stronger effect; displacement, % at 20 µM; hits with a dose series show IC50 in µM; actives 0.02% (n = 290,000);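 active means displacement of at least 50% at 20 µM, with a fluorescence ratio check between 0.3 and a set limit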;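 further: plate controls were Siah plus tracer with DMSO for no effect and tracer alone without Siah for full effect; strong numbers were not always called active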
PhoP inhibition – PhoP-dependent GFP reporter repression – Salmonella Typhimurium, primary screen (AID 1863) | S. Typhimurium PhoP-regulated promoter GFP reporter, 4 h; higher % means a stronger effect | inhibition, % at 50 µM; hits with a dose series show IC50 in µM | actives 0.16% (n = 300,000);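 active means inhibition over 29.93%, a cutoff 3 SD above the screen mean, later confirmed by dose response; inconclusive means inhibition over 29.93% but no dose response follow-up; inactive means inhibition at most 29.93% or unconfirmed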;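 further: 0% = low Mg2+ inducing control and 100% = high Mg2+ repressing control; strong numbers were not always called active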
human PMI inhibitors – human PMI inhibitors, high substrate, primary screen, biochemical, fluorescence intensity, high mannose 6-phosphate (AID 1220). recombinant PMI enzyme, coupled fluorescence intensity; higher % means a stronger effect. one-dose inhibition, % at 20 µM; IC50 in µM for titrated hits. actives 0.66% (n = 190,000)
WT yeast gro inh – growth inhibition of WT yeast, mitochondrial fusion screen. mitochondrial fusion phenotypic screen, WT strain. inhibition, % at 10 µM. actives 2.1% (n = 190,000). AID 1362; in the data active means inhibition above about 58%; tested in S. cerevisiae
RSV CPE inhibition – RSV antiviral activity via CPE protection, HEp-2 cells, primary 10 µM value included (AID 2391); HEp-2 cells, RSV-induced CPE inhibition; higher % means a stronger effect; CPE inhibition, % at 10 µM; hits with a dose series show IC50 in µM; actives 0.13% (n = 310,000); in the data active means a potency from the dose series; inconclusive means CPE inhibition mostly from about 23% at the one dose, without a potency; inactive means the rest, 99 in 100 with CPE inhibition below about 21%; further: strong numbers were not always called active
PMI inhibitors – inhibitors of human PMI, primary screen, biochemical, fluorescence intensity, coupled assay (AID 1209) | purified PMI enzyme, coupled fluorescence intensity; higher % means a stronger effect | inhibition, % at 20 µM; hits with a dose series show IC50 in µM | actives 0.42% (n = 190,000);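 further: plate controls were DMSO vehicle for no effect and wells lacking substrate for full effect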
XIAP antagonists – XIAP antagonists, biochemical, IAP family, fluorescence polarization (AID 1018). XIAP BIR domain, fluorescence polarization peptide displacement; higher % means a stronger effect. one-dose displacement, % at 20 µM; IC50 in µM for titrated hits. actives 0.007% (n = 200,000); in the data active means displacement above about 50%; further: a part of the inactive calls stands beside numbers as strong as those of hits
WT yeast gro inh mutant strain – recorded beside WT yeast gro inh, whose call it bears; inhibition, %; mitochondrial fusion phenotypic screen, mutant strain inhibition
Myeloid diff MLP GFP+ MAC1+ % – also measured in Myeloid diff MLP; calls as there; GFP+ MAC1+ double positive, %; measured here: differentiation confirmed by MAC1 staining
The depositor's hits bear a star; i = inactive; u = inconclusive; x = no result given. Unless noted, no stated cut-off is given here; in the data, active means inhibition above about 50%; inactive means the rest.

SMILES	TNAP activation fold	Myeloid diff MLP	Myeloid diff MLP GFP+ MAC1+ %	SIAH1 antagonists	PhoP inhibition	human PMI inhibitors	WT yeast gro inh	WT yeast gro inh mutant strain	RSV CPE inhibition	PMI inhibitors	XIAP antagonists
Cc1c(Cl)c(-c2n[nH]c(=S)n2Cc2ccco2)nn1C	0.8	i	2.8	2%	0%	9%	-7	-8	2.9%	11%	-16%
CN1CCN(C/C(=C2/N=C(c3ccccc3)OC2=O)N(C)C)CC1	1	i	2.9	-4%	-2%	4%	-2	-15	-0.6%	5%	-5.4%
COc1cc(CN2CCC(n3nccc3NC(=O)c3ccccc3OC)CC2)ccc1F	x	i	8.3	-2%	8%	x	x	x	0.3%	x	x
Cc1cc(C)cc(OCC(=O)Nc2ccc(N3CCN(S(C)(=O)=O)CC3)cc2)c1	1.1	i	0.4	1%	-4%	-25%	6	-8	-0.1%	-32%	-11%
O=[N+]([O-])c1ccccc1CCc1cnc(Cl)s1	x	i	0.3	4%	-4%	x	x	x	9.6%	x	x
CN(CC(=O)Nc1c(Cl)cccc1Cl)C(=O)CCC1CCCC1	x	i	1.3	-2%	-7%	x	x	x	0.5%	x	x
Cc1cccc(/C=N/NC(=O)c2cc(Br)ccc2O)n1	x	i	0.1	-7%	-13%	x	x	x	0.2%	x	x
Cc1nn(Cc2ccccc2Cl)c(C)c1NC(=O)c1noc(C(C)C)c1[N+](=O)[O-]	x	u	x	0%	-1%	x	x	x	2.1%	x	x
O=C(Cn1c(=O)c2sccc2n(Cc2ccc([N+](=O)[O-])cc2)c1=O)NCCc1ccccc1	1.1	i	2.8	2%	10%	8%	26	9	6.5%	10%	-2.2%
CCOC(=O)c1cnc2c(C(F)(F)F)cccc2c1NCCCN1CCOCC1	x	i	0.5	0%	6%	x	x	x	-0.5%	x	x
COc1ccc(CN2C(=O)NC3(CCCCC3)C2=O)cc1F	1.1	i	1.8	2%	-6%	12%	-5	9	0.0%	9%	-4.5%
C=CCNC(=O)/C(C#N)=C\c1cc(Cl)c(OCC)c(OC)c1	1.1	i	0.4	-2%	-2%	0%	6	16	-0.4%	4%	-12%
COC(=O)c1nnn(-c2cc(Cl)cc(Cl)c2)c1C(=O)OC	x	i	0.1	-5%	-7%	x	x	x	0.7%	x	x
CN(C(=O)c1ccco1)c1nnc(C23CC4CC(CC(C4)C2)C3)s1	1	i	2.0	-3%	-8%	6%	30	15	3.5%	13%	0.0%
COc1ccc(C(=O)N/N=C/C(C)c2ccccc2)cc1OC (stereo not given)	0.9	i	0.2	-5%	-7%	1%	-1	-25	1.8%	5%	0.0%
Cc1ccc(S(=O)(=O)N2CCCC(C(=O)NCCc3ccc4c(c3)OCO4)C2)cc1 (stereo not given)	1.2	i	1.8	5%	20%	-4%	-15	-24	0.6%	-6%	0.9%
COCCNC(=O)COc1ncnc2ccc(Br)cc12	1.1	i	0.6	-3%	-8%	-2%	2	10	0.0%	2%	-5.2%
C=CCn1c(CCNC(=O)c2cccs2)nnc1SCC(=O)Nc1cccc(Cl)c1C	1.1	i	0.6	-6%	-5%	4%	3	6	0.4%	2%	-4.4%
Cc1ccc(/C=N/NC(=O)c2ccccn2)o1	1.2	i	0.7	-3%	1%	5%	5	4	1.3%	3%	-6.6%
CCCN1CCC(=NNc2ccc(S(=O)(=O)N3CCOCC3)cc2[N+](=O)[O-])CC1	0.9	u	x	-3%	-3%	6%	-8	1	3.0%	6%	-11%
CCCCc1cc(=O)oc2c(C)c(OCC(=O)NCc3ccccn3)ccc12	x	i	1.6	-3%	4%	x	x	x	0.2%	x	x
CCCCN1C(=O)C(=O)N(CC(=O)NC2CCCc3ccccc32)C1=O (stereo not given)	1	i	0.3	-7%	-7%	9%	-9	7	-1.2%	4%	-15%
CN(CCOc1ccc(-c2ccn(S(=O)(=O)c3c(Cl)cccc3Cl)n2)cc1)c1ccccn1	1	i	0.5	2%	1%	6%	-6	26	8.7%	-1%	-7.4%
COc1cccc(C(=O)C2CCCN(Cc3cn[nH]c3C3CCCCC3)C2)c1 (stereo not given)	1.1	i	0.2	-2%	-8%	13%	7	14	-1.1%	7%	-4.5%
O=C(CSc1nc2ccsc2c(=O)n1Cc1ccc(C(=O)O)cc1)NCc1ccco1	1	i	0.2	4%	-1%	-8%	-4	-14	0.8%	-8%	-1.6%
O=c1c2ccc(Cl)cc2[nH]c(=S)n1Cc1cccnc1	1.1	i	0.7	3%	11%	-2%	28	8	1.1%	0%	-3.3%
COc1ccc(NC(=O)c2coc3ccccc23)cc1OC	1.1	i	1.2	11%	0%	10%	11	1	0.4%	3%	-0.9%

Limited to Myeloid diff MLP GFP+ MAC1+ %, for 6 of the compounds above:
Molecule	Myeloid diff MLP GFP+ MAC1+ %
CN(C(=O)c1ccco1)c1nnc(C23CC4CC(CC(C4)C2)C3)s1	2.0
COc1ccc(C(=O)N/N=C/C(C)c2ccccc2)cc1OC (stereo not given)	0.2
Cc1ccc(S(=O)(=O)N2CCCC(C(=O)NCCc3ccc4c(c3)OCO4)C2)cc1 (stereo not given)	1.8
COCCNC(=O)COc1ncnc2ccc(Br)cc12	0.6
C=CCn1c(CCNC(=O)c2cccs2)nnc1SCC(=O)Nc1cccc(Cl)c1C	0.6
Cc1ccc(/C=N/NC(=O)c2ccccn2)o1	0.7

Quoted at random: two entries already listed, in no set order.
SMILES	TNAP activation fold	Myeloid diff MLP	Myeloid diff MLP GFP+ MAC1+ %	SIAH1 antagonists	PhoP inhibition	human PMI inhibitors	WT yeast gro inh	WT yeast gro inh mutant strain	RSV CPE inhibition	PMI inhibitors	XIAP antagonists
Cc1nn(Cc2ccccc2Cl)c(C)c1NC(=O)c1noc(C(C)C)c1[N+](=O)[O-]	x	u	x	0%	-1%	x	x	x	2.1%	x	x
O=C(CSc1nc2ccsc2c(=O)n1Cc1ccc(C(=O)O)cc1)NCc1ccco1	1	i	0.2	4%	-1%	-8%	-4	-14	0.8%	-8%	-1.6%

Compound activity: PubChem, several laboratories
